Screening results from PubChem.
MmCpn inh: Inhibitors of TCP-1 ring complex (TRiC) of Methanococcus maripaludis (MmCpn): qHTS | Chaperonin Mm-Cpn (Methanococcus maripaludis) | purified Mm-Cpn ATPase, ADP Transcreener TR-FRET | Potency, µM (top dose mostly 76.9 µM), without a hit: top-dose activity, negative = inhibition, hits mostly inhibitors | 0.031% of 330,000 active; further: potency means the concentration at half of the fitted maximal effect; on the % scale 0 is the no-effect control and ±100 the full control effect; nearly all actives have a fitted effect of over 80% in size
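ATPase turnover read by TR-FRET ADP competition (Eu cryptate antibody/ADP-d2, 665/590 nm): 10uM ATP final, 25nM Mm-CPN final, 30 min 37degC after 10-min compound preincubation, pH 7.4 Tris/KCl/MgCl2/DTT buffer.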
GLP1R cytotox: qHTS of GLP-1 Receptor Inverse Agonists: Cytotox Screen; Potency, µM (highest dose often 38.3 µM), inactives show at the highest dose activity change, negative = inhibition, usual class: inhibitors; HEK293 cAMP-luciferase reporter cells, luminescence, 24 h; 0.13% of 410,000 active; AID 624418, 2012;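 further: loss of luciferase light is scored as toxicity; potency means the concentration at half of the fitted maximal effect; on the % scale 0 is the no-effect control and ±100 the full control effect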
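Seeding density was 200 cells/uL; after overnight-length (12 h) culture, 23 nL compounds went on for 24 h at 37 °C. Readout used a luciferase detection reagent, luminescence taken after 12 min at room temperature.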
aSyn yeast inh: qHTS of alpha-syn Inhibitors; 0.14% of 370,000 active; Yeast expressing alpha-synuclein, growth rescue, BacTiter-Glo, 24 h; Potency, µM (series often up to 46.1 µM), for the others: at the top dose growth rescue (activation), hits mostly activators; further: potency means the concentration at half of the fitted maximal effect; % of control where 0% means no effect; nearly all actives have a fitted effect of over 65% in size
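Rescue of yeast growth: cells expressing toxic alpha-synuclein, induced in galactose at OD600 0.02, incubated with compound 24 h at 30 C. ATP luminescence quantified growth; inhibitors of toxicity appear as activators.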
PTHR1 agonist: qHTS for PTHR1 Agonists: Primary Screen. 0.075% of 410,000 active. AID 743266, 2014. HEK293 GP2 PTHR1 cells, GloSensor cAMP luminescence, 1 h. Potency, µM (series often up to 115 µM), for the others: at the highest dose activation, hits mostly activators. Parathyroid hormone/parathyroid hormone-related peptide receptor (Homo sapiens), Q03431; further: potency means the concentration at half of the fitted maximal effect; nearly all actives have a fitted effect of over 55% in size; some results filed as inactive show a strong effect at the top dose; inactives centre near -15; many of its hits are not listed in these tables
Target sequence (Q03431 whole entry, looked up): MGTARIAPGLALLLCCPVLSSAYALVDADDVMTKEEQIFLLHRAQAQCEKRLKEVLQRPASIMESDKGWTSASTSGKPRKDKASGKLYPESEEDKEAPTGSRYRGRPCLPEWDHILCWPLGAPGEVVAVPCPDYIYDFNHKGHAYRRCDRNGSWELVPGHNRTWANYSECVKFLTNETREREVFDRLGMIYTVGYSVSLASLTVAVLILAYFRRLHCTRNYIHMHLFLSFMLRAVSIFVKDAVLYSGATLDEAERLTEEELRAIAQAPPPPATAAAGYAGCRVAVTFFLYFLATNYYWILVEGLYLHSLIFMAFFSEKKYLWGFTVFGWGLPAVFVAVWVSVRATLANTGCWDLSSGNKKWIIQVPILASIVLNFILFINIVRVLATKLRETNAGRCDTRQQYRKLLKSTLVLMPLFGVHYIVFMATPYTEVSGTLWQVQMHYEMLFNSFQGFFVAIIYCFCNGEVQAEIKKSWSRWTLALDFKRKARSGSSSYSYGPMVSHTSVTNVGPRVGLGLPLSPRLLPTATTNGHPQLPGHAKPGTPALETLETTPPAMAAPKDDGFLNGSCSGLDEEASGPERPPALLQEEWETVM
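HEK-293-derived GP2 cells expressing PTHR1 and a GloSensor cAMP reporter, 3,000/well, plated overnight, given luciferin plus IBMX (each 0.5 mM as added) for 1 h at 37 °C, then compound for 1 h at 37 °C. Luminescence was read after 15 min at room temperature.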
GLP1R inv ag: qHTS of GLP-1 Receptor Inverse Agonists (Inhibition Mode) | Glucagon-like peptide 1 receptor (Homo sapiens), P43220 | HEK293 GLP-1R CRE-luciferase, luminescence, 24 h; GLP-1R form is constitutively active | Potency, µM (doses to about 38.3 µM), inactives show at the highest dose activity change, negative = inhibition, hits mostly inhibitors | 1.6% of 410,000 active | AID 624417, 2012; further: potency means the concentration at half of the fitted maximal effect; on the % scale 0 is the no-effect control and ±100 the full control effect; nearly all actives have a fitted effect of over 55% in size
Target sequence (P43220 whole entry, looked up): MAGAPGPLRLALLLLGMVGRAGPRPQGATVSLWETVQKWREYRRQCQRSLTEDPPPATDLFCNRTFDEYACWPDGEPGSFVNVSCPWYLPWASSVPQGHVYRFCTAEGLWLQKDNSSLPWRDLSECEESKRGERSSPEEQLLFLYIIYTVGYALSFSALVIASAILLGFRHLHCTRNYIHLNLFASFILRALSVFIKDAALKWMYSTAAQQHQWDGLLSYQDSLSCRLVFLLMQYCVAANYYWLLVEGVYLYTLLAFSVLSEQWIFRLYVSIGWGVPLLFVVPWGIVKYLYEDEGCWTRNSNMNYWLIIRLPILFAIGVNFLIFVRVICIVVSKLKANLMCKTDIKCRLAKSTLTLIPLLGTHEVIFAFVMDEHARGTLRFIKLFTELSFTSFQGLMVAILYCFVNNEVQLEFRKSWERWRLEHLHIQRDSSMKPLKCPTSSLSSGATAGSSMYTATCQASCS
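HEK293 cells stably co-expressing constitutively active GLP-1R and a cAMP-responsive luciferase reporter were seeded in DMEM with 10% Nu serum, given compounds after 12 h, and incubated 24 h at 37 deg C. Luminescence was then read.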
TDP-43 yeast inh: qHTS of TDP-43 Inhibitors; AID 652104, 2013; Potency, µM (series often up to 46.1 µM), for inactives: at the top dose growth rescue (activation), most hits filed as activators; 1.8% of 410,000 active; TDP-43 expressing yeast growth rescue, BacTiter-Glo, 24 h; further: potency means the concentration at half of the fitted maximal effect; % of control where 0% means no effect; nearly all actives have a fitted effect of over 50% in size
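Cell-based yeast growth screen: TDP-43 expression induced in galactose, inoculum OD600=0.02 after raffinose pregrowth to mid-log. Read-out BacTiter-Glo luminescence at 24 hr, 30 deg C; inhibition of toxicity seen as signal increase.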
pAkt inh: HTS Assay for Inhibitors of Akt Phophorylation: Primary Screen; Neuro2A IGF-stimulated pAkt S473 HTRF, 20 min; hits give low values; activity change, % for hits at 50 µM; 0.32% of 360,000 active; AID 651550, 2012; in the data active means activity change below about -80%; inconclusive means mostly about -51% to -80%; further: on the % scale 0 is the no-effect control and ±100 the full control effect
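Single-point screen (50 µM final compound) in Neuro2A cells stimulated 20 min with 6 nM IGF at 37 deg C. After lysis, Ser473-phosphorylated Akt read by HTRF (ex 330 nm, em 615/665 nm) as the 665/615 ratio.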
FUS yeast rescue: qHTS for Suppressors of FUS Proteinopathy: Primary screen using FUS-linked yeast assay | S. cerevisiae FUS-expressing, growth rescue, OD600, 24 h | Potency, µM (highest dose often 76.6 µM), for the others: at the top dose growth rescue (activation), most hits filed as activators | 0.24% of 390,000 active;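 further: potency means the concentration at half of the fitted maximal effect; plate controls were DMSO vehicle for no effect and reference control for full effect; nearly all actives have a fitted effect of over 55% in size; some results filed as inactive show a strong effect at the top dose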
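Compound concentration series was pinned onto galactose-induced FUS-expressing yeast seeded at OD 0.005. Plates sat 24hr at 30C; absorbance at 600 nm gave growth. DMSO served as background control.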
Abeta rescue: qHTS for compounds that reverse cellular toxicity of Amyloid beta (A-beta) peptide in yeast: Primary Screen; yeast expressing A-beta42, growth rescue, OD600, 48 h; response scale: 0% DMSO, 100% iron-clioquinol control; Potency, µM (titrated, usually from 46.1 µM), for inactives: at the top dose growth rescue, most hits filed as activators; 0.063% of 410,000 active; AID 1347071, 2019; further: potency means the concentration at half of the fitted maximal effect; nearly all actives have a fitted effect of over 55% in size
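Yeast A-beta toxicity model in growth medium with pinned compounds, 48 h at 30 C; growth read as absorbance at 600 nm. Normalized to FeCl3/clioquinol equimolar mix (positive) and DMSO (negative).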
* hit, by the source's call; i = inactive; ? = inconclusive; / = no result given; [ ] = another dose, or the depositor's remark. Unless noted, the call rests on the fitted dose curve; in most records, active means well fitted curve in the direction sought with a large enough effect; inconclusive means small, poorly fitted or top-dose-only effect, or another doubt; inactive means no such curve, though single readings can be large; an effect the other way counts as inactive or inconclusive. These rows are one share of the data (hit frequency here may not be typical).

SMILES | MmCpn inh | GLP1R cytotox | aSyn yeast inh | PTHR1 agonist | GLP1R inv ag | TDP-43 yeast inh | pAkt inh | FUS yeast rescue | Abeta rescue
CCCCOP(=O)(OCCCC)C(O)c1ccc(N(C)C)cc1 (configuration not stated) | -0.5% | -0.7% | -4.1% | i | -13.6% | -11.6% | i | 10.2% | 0.8%
Brc1ccc(-c2ccc(/C=N/Nc3nncc(-c4ccccc4)n3)o2)cc1 | 3.0% | -12.0% | 0.6% | -17.9% | 18.1% | -11.6% | i | 28.6% | -5.0%
CCN1CCc2nc3sc(C(=O)c4ccc(F)cc4)c(N)c3cc2C1 | / | -8.0% | / | -3.3% | 7.0% | 29.6% | / | ? | -12.9%
Cc1ccc(C(=O)/C=C/c2ccc(Br)cc2)o1 | 0.9% | -10.5% | 14.3% | -3.8%[57.5 µM] | 0.0% | 0.0% | i | 13.8% | -6.7%
COc1ccc(C2=NN(C(N)=S)C(c3ccco3)C2)cc1 (configuration not stated) | -9.9% | ? | -9.2% | -11.8% | -22.9% | 22.6% | i | -10.2% | ?
Cc1ccc(NC(=O)CSc2ncc3c(n2)-c2ccccc2N(Cc2cccc(F)c2)S3(=O)=O)cc1F | / | 8.0% | / | -96.6%[inhibitor] | 12.9% | 7.8% | / | -10.6% | -9.5%
NC(=O)c1cc2ccccc2oc1=NCc1ccccc1 | -0.3% | -1.0% | 9.5% | -13.4% | ? | -0.1% | i | -13.2% | 13.8%
CC1CCN(C(=O)c2ccc(NC(=O)c3ccccc3)cc2)CC1 | 0.2% | -17.7% | 7.5% | -23.8% | ? | 14.4% | i | -1.8% | 1.4%
C=CCn1c(SCCC#N)nnc1-c1ccncc1 | 0.1% | -12.3% | 6.6% | -20.9% | 7.8% | 24.5% | i | -18.4% | 12.0%
O=C(O)c1cc(/C=N\O)ccc1OCc1ccccc1 | 2.4% | 5.9% | 6.0% | i | 14.8% | -0.3% | i | 1.3% | 31.1%
O=S(=O)(c1ccc(NC(=S)N/N=C/c2ccc(O)c(O)c2)cc1)N1CCOCC1 | -0.8% | 3.4% | -0.2% | -11.3% | 71.4%[activator] | -8.7% | i | 36.3% | 3.6%
CCc1ccc(N2C(=O)N(CC(=O)C(C)(C)C)c3ccccc3S2(=O)=O)cc1 | / | -1.0% | / | i | 10.0% | 21.2% | / | -8.9% | 15.4%
CN(C)c1ccc(CC(=O)N2CCCC(c3cc(C(=O)Nc4ccc(F)c(Cl)c4)no3)C2)cc1 (configuration not stated) | / | -15.2% | 2.8% | -54.4% | ? | 0.0% | i | ? | 1.3%
O=C(CSc1n[nH]c(-c2ccco2)n1)Nc1sc2c(c1C(=O)Nc1ccccc1)CCCC2 | -11.3% | -5.6% | -0.7% | -8.6%[57.5 µM] | -13.6% | -0.8% | i | 25.7% | 15.9%
O=C1/C(=C/c2cccnc2)Oc2cc(OS(=O)(=O)c3ccc(F)cc3)ccc21 | 0.7% | 2.4% | -0.3% | i | 46.2%[activator] | -2.1% | i | 22.2% | 3.4%
Cn1c(=O)c2[nH]c(C=Cc3ccc4c(c3)OCO4)nc2n(C)c1=O | / | -8.1% | -2.9% | i | 8.7% | -12.6% | i | / | -17.9%
O=C(CSc1nnc(-c2ccccn2)n1Cc1ccccc1)NC1CCCC1 | 0.4% | 16.1% | -8.4% | i | ? | -10.9% | i | 15.6% | -6.5%
C[C@H](CO)N1C[C@H](C)[C@@H](CN(C)Cc2ccc(Oc3ccccc3)cc2)Oc2cc(Br)ccc2S1(=O)=O | / | 1.4% | -8.9% | i | ? | 19.3% | i | ? | 4.1%
O=C(CCCCl)Nc1nc(-c2ccc3c(c2)OCCO3)cs1 | 1.1% | -9.6% | 2.6% | -20.8% | 0.0% | 18.7% | i | 14.9% | 1.5%
N/C(=N\OCC(=O)Nc1ccccc1)c1nonc1N | -0.2% | ? | 6.5% | -4.9% | 36.8%[activator] | 6.1% | i | 2.5% | -10.0%
CN1C(=O)c2cccc3c(N)ccc(c23)C1=O | -3.6% | / | -3.4% | i | 27.3% | -8.0% | i | -34.0% | 7.6%
COc1ccc(OC)c(NC(=S)NN2CCN(C)CC2)c1 | 1.8% | -6.1% | 5.5% | i | ? | -3.8% | i | 3.7% | 5.0%
Cc1ccc(S(=O)(=O)N2CCC(C(=O)NNC(=O)c3ccncc3)CC2)cc1 | 1.8% | 3.2% | 6.4% | i | 5.1% | -8.2%[9.22 µM] | i | 10.0% | 14.5%
COc1ccc(N2C(=O)CCC2=O)cc1 | 0.1% | -2.8% | -8.9% | i | 2.5% | 1.8% | i | 21.8% | 8.5%
Cc1ccccc1Cn1c2ccccc2c2cnn(CC(=O)NCc3ccco3)c(=O)c21 | -7.2% | -11.0% | 6.6% | -3.7% | 68.2%[activator] | -3.2% | i | 29.2% | -5.0%
CC(C)c1ccc(C2=NC(c3ccncc3)=Nc3ccc(F)cc3N2)cc1 | / | -2.9% | / | i | 3.5% | 14.6% | / | 17.5% | 2.7%
Cc1cccc(CCn2c(=O)c3ccccc3n(CC(=O)Nc3ccccc3F)c2=O)c1 | / | -1.1% | / | -47.9% | 5.5% | ? | / | 2.6% | -9.6%
Cn1c(CNc2ccc(F)cc2)nc2ccccc21 | 0.7% | 23.4% | -5.1% | -13.2% | 13.5% | -4.1% | i | -6.5% | -1.8%
O=C1NC[C@@H](CCCCN2CCN(Cc3ccccc3)C(=O)C2=O)N(CC2CCCCC2)C1=O | / | 3.4% | -0.4% | 23.9% | 13.3% | 7.3% | i | 4.2% | -14.7%
CCCCSc1nc(O)cc(=O)n1CC | -0.3% | -4.0% | 13.0% | -4.0% | 3.1% | -11.9% | i | 4.0% | -2.3%
Cn1c(=O)n(C)c2cc([N+](=O)[O-])c(N3CCN(S(=O)(=O)c4ccc(C(C)(C)C)cc4)CC3)cc21 | -2.3% | 12.8% | -10.1% | -12.8%[57.5 µM] | 8.7% | -1.7% | i | -10.3% | -35.2%[inhibitor]
CCCCN1CC[C@H]2C=CC[C@@H](C(=O)NCc3ccc(OC)cc3)[C@H]2C1=O | / | -4.8% | -3.4% | -9.6% | 20.3% | 14.7% | i | -15.4% | -11.0%
COc1cc(/C=C2\SC(=S)N(NC(=O)c3ccc(O)c(OC)c3)C2=O)ccc1O | -6.8% | ? | -8.8% | i | 0.1% | -4.8% | i | 14.5% | -9.2%
O=C(c1cc(C(=O)N2CCOCC2)c2nc3ccccc3n2c1)c1cc(Cl)cc(Cl)c1O | -2.9% | -10.7% | 12.6% | -2.5% | ? | 16.6% | i | ? | -1.4%
Cc1noc(C)c1C(=O)Nc1nc(-c2ccc(F)cc2)cs1 | 1.1% | -6.1% | -15.0% | i | 11.5% | ? | i | / | 3.4%
O=C(NCCc1csc2nc(-c3ccccc3F)nn12)C(=O)Nc1cc(F)ccc1F | / | 6.2% | / | 4.0% | 12.7% | ? | / | -6.8% | -3.8%
Cc1ccc(O)c(NC(=O)c2ccccc2-c2ccccc2C(=O)O)c1 | 1.8% | -0.4% | -2.3% | -11.1% | -1.2% | -22.6% | i | 33.0% | -6.5%
CC(=O)Nc1sc(C)c(C)c1C(=O)OCC(=O)N(CCC#N)c1cc(C)cc(C)c1 | 0.0% | 9.4% | 3.6% | -30.9%[inhibitor] | 11.4% | 14.3% | i | 5.9% | 1.7%
CC(C)C[C@H](N)c1cn([C@@H](Cc2cc3ccccc3[nH]2)C(=O)N2CCNCC2)nn1 | / | 24.5% | 0.7% | -3.0% | 6.3% | ? | i | -20.6% | 7.6%
Cc1ccc(NC(=O)COC(=O)/C=C/c2ccco2)cc1S(=O)(=O)N(C)C | -2.3% | 3.8% | 1.2% | -15.8% | 1.1% | 17.4% | i | / | -2.6%
Cc1nc(NC(=O)CSc2nnc(-c3ccccc3)c(-c3ccccc3)n2)c(Cl)cc1Cl | -1.4% | -1.5% | 2.7% | -17.8% | ? | -11.9% | i | ? | -13.0%
Cc1oc(-c2ccc3c(c2)OCCO3)cc1C(=O)O | 0.5% | -1.7% | -50.2%[inhibitor] | -32.1% | ? | -48.5%[inhibitor] | i | / | -79.4%[inhibitor]
O=C(COC(=O)CC1CCCC1)Nc1ccccc1[N+](=O)[O-] | ? | 20.7% | -0.7%[1.84 µM] | -71.1%[inhibitor] | 14.5% | -0.7% | i | 36.3% | 4.5%
O=C(Nc1cccc(F)c1)C1CCCN(c2cnccn2)C1 (configuration not stated) | 0.8% | -34.3% | 3.8% | -9.9% | -18.7% | 15.4% | i | -12.6% | /
COc1ccc(CCN2CC(C(=O)Nc3nnc(Cc4ccccc4)s3)CC2=O)cc1OC (configuration not stated) | -3.0% | 0.3% | 7.7% | -22.9% | 8.1% | 10.4% | i | 29.4% | -5.3%
Cn1c(=O)c2c(ncn2CC(=O)NCc2cccnc2)n(C)c1=O | -0.5% | -5.0% | 4.6% | i | 0.1% | 8.3% | i | 8.2% | 13.1%
